# Source: PubChem BioAssay (National Center for Advancing Translational Sciences (NCATS))
# HT1080 IDH1KD tx = HT-1080 IDH1 knockdown cell toxicity (counter line) | HT-1080 IDH1 knockdown viability, ATP luminescence, 48 h | Potency, µM (highest dose often 46.1 µM), inactives show top-dose activity, negative = toxicity, hits mostly cytotoxic | 360,000 tested, 2% active;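 note: potency is the fitted concentration of half-maximal effect; 0% = DMSO wells and -100% = cell-free medium wells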
#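 HT-1080-IDH1KD cells (IDH1 knocked down), 750/well in RPMI with 5% FBS, treated with compound 48 h at 37 degrees C. Viability by CellTiter-Glo luminescence, normalised to DMSO and no-cell wells; concentration-response curves classed.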
# MCF10A rerep = DNA re-replication induction in MCF 10a cells; MCF 10A DNA re-replication, Hoechst nuclear intensity, 48 h; Potency, µM (highest dose often 46.1 µM), inactives show at the highest dose activity, positive = re-replication, actives largely listed as activators; 350,000 tested, 2.9% active; note: potency is the fitted concentration of half-maximal effect; % of control where 0% means no effect; nearly all actives have a fitted effect of over 50% in size
# HepG2 viability = kills HepG2 cells in TGF-b inhibitor counter-screen; HepG2 CAGA-GFP viability, ATP luminescence, 18 h; Potency, µM (doses to about 46.1 µM), for the others: at the top dose activity change, negative = cytotoxicity, usual class: cytotoxic; 410,000 tested, 0.76% active; AID 588856; note: potency is the fitted concentration of half-maximal effect; some results filed as inactive show a strong effect at the top dose
#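 HepG2 CAGA-GFP cells (1000/well, DMEM with 1% FBS) received compound, then TGF-beta at 500 pg/mL final, and were incubated 18 hours at 37 degrees C. Viability was read by CellTiter-Glo luminescence. Media-only wells were set as complete cell-killing and DMSO as no toxicity.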
# SW480 rereplic = inducers of DNA re-replication in SW480 colon cancer cells; SW480 DNA re-replication, Hoechst DNA content imaging, 48 h; 340,000 tested, 1.8% active; Potency, µM (top dose mostly 46.1 µM), for the others: top-dose re-replication activation, usual class: activators; note: potency is the fitted concentration of half-maximal effect; % of control where 0% means no effect; nearly all actives have a fitted effect of over 55% in size
#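 Per well, 250 cells were exposed to pinned compound for 48 hr. Nuclear DNA was visualised with Hoechst (40 min, 37 C) and total object intensity recorded by fluorescence scanning.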
# ATXN2 expr inh = reduces ATXN2 reporter expression in HEK-293 cells | HEK-293 ATXN2-luciferase reporter, luminescence, 24 h | Potency, µM (highest dose often 57 µM), for inactives: top-dose activity change, negative = inhibition, usual class: inhibitors | 360,000 tested, 0.72% active | AID 1745845; note: potency is the fitted concentration of half-maximal effect; % is set by controls: 0 for no effect and ±100 for the full control effect; nearly all actives have a fitted effect of over 55% in size
#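 qHTS (up to 57 uM final) was run with 24 h compound exposure of reporter cells at 37 °C. Each well was multiplexed: SteadyGlo luminescence measured ATXN2-luciferase expression after a fluorogenic Gly-Phe-AFC viability readout (25 uM final).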
# IL1B secr inh = inhibitors of inflammasome signaling (IL-1 beta secretion); AID 743279; 360,000 tested, 4.7% active; activity change, % at 57.5 µM; THP-1 LPS/ATP IL-1B secretion, AlphaLISA, 16 h; stronger effect = lower value; in the data active = activity change below about -50%; inconclusive = mostly about -30% to -49%; note: % is set by controls: 0 for no effect and ±100 for the full control effect
#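 Secreted IL-1B measured by AlphaLISA bead assay after 16 h compound exposure of THP-1 cells; compounds (final up to 57.5 uM) added 1 h before LPS (250 ng/mL) and ATP (1.25 mM) stimulation; lower signal means less secretion.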
# HT1080-NT tox = kills 2HG-producing HT-1080-NT fibrosarcoma cells | HT-1080-NT fibrosarcoma viability, CellTiter-Glo ATP luminescence, 48 h | AID 686970 | Potency, µM (series often up to 46.1 µM), inactives show at the highest dose activity, negative = less viability, usual class: cytotoxic | 360,000 tested, 1.6% active;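 note: NT is the 2HG producing partner of a matched IDH1 knockdown line; potency is the fitted concentration of half-maximal effect; 0% = DMSO-treated cells and -100% = media-only wells without cells; nearly all actives have a fitted effect of over 55% in size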
#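 Viability by CellTiter-Glo luminescence after 48 h compound exposure at 37C of HT-1080-NT cells (750/well, RPMI, 5% FBS). % activity scaled between DMSO wells and medium-only wells, then curve-fitted and categorized by curve class.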
# ATXN viability = cell viability loss in ATXN counter-screen; 400,000 tested, 0.49% active; S2 cells (HEK-293 line with an ATXN2-luciferase reporter) viability, CellTiter-Fluor protease fluorescence, 24 h; Potency, µM (series often up to 56.7 µM), actives largely listed as cytotoxic; note: potency is the fitted concentration of half-maximal effect; nearly all actives have a fitted effect of over 40% in size
# KB-3-1 tox = kills parental KB-3-1 adenocarcinoma cells | AID 1347075 | 400,000 tested, 1.4% active | KB-3-1 viability, CellTiter-Glo ATP luminescence, 72 h | Potency, µM (doses to about 46.1 µM), without a hit: at the highest dose activity change, negative = cytotoxic, actives largely listed as cytotoxic; note: potency is the fitted concentration of half-maximal effect; % is set by controls: 0 for no effect and ±100 for the full control effect; nearly all actives have a fitted effect of over 60% in size
#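 Viability of parental KB-3-1 cells, measured by CellTiter-Glo luminescence, followed a 72 h incubation at 37 °C with pinned compounds in phenol-red-free DMEM containing 10% FBS.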
# * hit, by the source's call; i = inactive; ? = inconclusive; · = not tested or not shown; & = joins results of further samples; [ ] = another dose, or the depositor's remark. Unless noted, calls come from the whole dose curve; as a rule, active = well fitted curve in the direction sought with a large enough effect; inconclusive = small, poorly fitted or top-dose-only effect, or another doubt; inactive = no such curve, though single readings can be large; an effect the other way counts as inactive or inconclusive.
# Screens by letter: A = HT1080 IDH1KD tx; B = MCF10A rerep; C = HepG2 viability; D = SW480 rereplic; E = ATXN2 expr inh; F = IL1B secr inh; G = HT1080-NT tox; H = ATXN viability; I = KB-3-1 tox
> CCn1c(C)nnc1SCC(=O)Nc1ccc(Cl)cc1
  A: -11%; B: 1%; C: -40%; D: 0%; E: ·; F: 8; G: -15%; H: i; I: -2%
> CCC(=O)c1cccc2c1N=CC1=C(CC(C)(C)CC1=O)N2
  A: 1%; B: ?; C: 1%; D: 0%; E: 7%; F: 17; G: 15%; H: i; I: 6%
> CC(Nn1cnnc1)c1cc(Cl)ccc1O (configuration not stated)
  A: -1%; B: -3%; C: 8%; D: ?; E: 3%; F: -9; G: -5%; H: i; I: 1%
> Cc1c(CCC(=O)N2CCC(C(=O)O)(c3ccccc3)CC2)c(=O)oc2cc3oc4c(c3cc12)CCCC4
  A: 1%; B: 21%; C: 6%; D: -23%; E: ?; F: 15; G: 1%; H: i; I: 0%
> CN(CC(=O)Nc1cccc(F)c1)C(=O)COc1cccc2c1OC(C)(C)C2
  A: 16%; B: 0%; C: 0%; D: -2%; E: -11%; F: i; G: 4%; H: i; I: 0%
> COc1cc(C(=S)N2CCCCC2)ccc1O
  A: 12%; B: -10%; C: -1%; D: ?; E: 4%; F: 24; G: 7%; H: i; I: 1%
> Brc1ccc(-c2nnc3sc(CNCc4ccc5c(c4)OCO5)cn23)cc1
  A: -7%; B: 4%; C: -26%; D: 2%; E: 3%; F: 2; G: -2%; H: ·; I: ?
> Cc1ccnc(NC(=O)CCC(=O)N(CC(=O)NCc2ccc(F)cc2)Cc2ccccc2)c1
  A: 1%; B: -6%; C: -2%; D: -4%; E: ?; F: 43; G: 3%; H: i; I: 23%
> CCc1nc(NCc2cccs2)c2nnn(Cc3ccccc3)c2n1
  A: 1%; B: ·; C: -1%; D: ·; E: ·; F: 28; G: -1%; H: ?; I: 0%
> c1ccc(-c2nc3ccccc3n2C(c2ccccc2)c2nc3ccccc3[nH]2)cc1 (configuration not stated)
  A: -24%; B: ·; C: ·; D: ·; E: ·; F: 7; G: -8%; H: ·; I: -9%
> COc1ccc(OCc2cc(C(=O)NCC(C)(C)N3CCOCC3)no2)c(Cl)c1
  A: 1%; B: 26%; C: 7%; D: 0%; E: 1%; F: 1; G: 3%; H: i; I: ·
> COc1ccc(/C=N/NC(=O)c2cccc(NC(=O)c3ccccc3Cl)c2)cc1
  A: 2.3µM*; B: 2.6µM*; C: 7%; D: 6.5µM*; E: 13%; F: 88; G: 5.8µM*; H: ?; I: 16µM*
> CCN(CC(=O)Nc1cccc(C(C)=O)c1)S(=O)(=O)c1ccccc1
  A: 2%; B: 13%; C: 5%; D: -14%; E: -14%; F: 2; G: ?; H: i; I: 7%
> COCCN1C(=O)/C(=C/c2ccc(Oc3ccc([N+](=O)[O-])cn3)c(OC)c2)SC1=Nc1ccccc1
  A: 30%; B: 13%; C: -3%; D: 1%; E: -1%; F: ?; G: 4%; H: i; I: ?
> COC(=O)c1ccccc1NC(=O)C1CCCN(c2ncnc3onc(C)c23)C1 (configuration not stated)
  A: ·; B: ·; C: 1%; D: ·; E: -9%; F: ·; G: ·; H: ?; I: -1%
> Cc1oc(-c2ccccc2Cl)nc1CSCC(=O)N1CCCC1
  A: ?; B: 14%; C: -47%; D: -3%; E: 17%; F: -21; G: -19%; H: i; I: ?
> CC(NC(=O)CCN1C(=O)c2ccccc2S1(=O)=O)c1ccccc1 (configuration not stated)
  A: 4%; B: 15%; C: 4%; D: -9%; E: 53%[activator]; F: 4; G: 19%; H: i; I: 8%
> O=C(NNC(=S)Nc1ccccc1C(F)(F)F)c1cccnc1
  A: 7%; B: -10%[9.22 µM]; C: 0%; D: 10%; E: 2%; F: -14; G: 6%; H: i; I: 10%
> COc1ccc(N(C(=O)Cn2nnc(-c3ccc(F)cc3)n2)C(C)C(=O)NC2CCCC2)cc1OC (configuration not stated)
  A: -6%; B: 0%; C: 0%; D: -12%; E: 1%; F: 27; G: -1%; H: i; I: 6%
> COc1ccc(C(=O)/C=C/c2ccc(OC)cc2OC)c(O)c1
  A: 2%; B: 16%; C: -17%; D: ?; E: 25%; F: -13; G: -3%; H: i; I: -7%
> Oc1ccc(/C=N/NC(=S)NCC2CCCO2)cc1 (configuration not stated)
  A: 15%; B: -3%; C: 3%; D: -10%; E: 18%; F: -15; G: 48%; H: i; I: 18%
> COc1ccc(C2=NS(=O)(=O)N(C)C(C(=O)NC3CCCC3)=C2)cc1
  A: -3%; B: 4%; C: -28%; D: -11%; E: -8%; F: 18; G: 8%; H: ·; I: -8%
> COc1cccc2c1cc1c(=O)n(CC(=O)NCCCN3CCN(C)CC3)nc(C)n12
  A: 0%; B: -3%; C: -13%&-6%; D: -1%; E: ·; F: 56; G: 2%; H: ·; I: 2%
> O=C(Nc1ccc(Cl)cc1)Nc1ccc(C(=O)N2CCOCC2)cc1
  A: -10%; B: -2%; C: -9%; D: 3%; E: ·; F: -30; G: 2%; H: i; I: -5%
> O=C1c2c(O)cc(O)cc2O[C@@]12c1c(cc(O)c3c1O[C@H](c1ccc(O)cc1)[C@@H](O)C3)O[C@@H]2c1ccc(O)cc1
  A: 26%; B: 1%; C: 3%; D: 1%; E: 0%; F: 6; G: 0%; H: i; I: 20%
> C=CCS(=O)(=O)N1CCCC(N(C)CCc2ccc(OC)c(OC)c2)C1 (configuration not stated)
  A: 1%; B: 14%; C: 7%; D: -4%; E: ·; F: -13; G: 0%; H: i; I: 4%
> Cc1sc2ncn(CC(=O)Nc3c(F)cccc3F)c(=O)c2c1S(=O)(=O)N1CCC(C)CC1
  A: 5%; B: 6%; C: 1%; D: -4%; E: -2%; F: 12; G: 25%; H: i; I: -7%
> CCOC(=O)C1(Cc2ccccc2C(F)(F)F)CCN(C2CCN(C(C)C)CC2)CC1
  A: 15µM*; B: 18µM*; C: -45%; D: -2%; E: ·; F: 13; G: ?; H: i; I: -14%
> Nc1cc(OC(=O)c2ccc(F)cc2)nn1S(=O)(=O)c1ccccc1
  A: -12%; B: -3%; C: -28%; D: 0%; E: -15%; F: 19; G: -5%; H: i; I: -5%
> O=C(O)c1ccc(Cl)cc1NC(=O)C1CCN(S(=O)(=O)c2cccs2)CC1
  A: 2%; B: ·; C: 0%; D: ·; E: ·; F: 10; G: 7%; H: i; I: 6%
> CC(OC(=O)CN1C(=O)c2ccccc2C1=O)C(=O)NC1CCCCC1 (configuration not stated)
  A: 11%; B: -3%; C: -7%; D: -1%; E: 1%; F: -7; G: 10%; H: i; I: 0%
> COC(=O)c1ccc(CSc2nc3c(c(=O)n2-c2ccccc2)SCC3)o1
  A: -9%; B: -1%; C: -104%; D: -2%; E: -5%; F: 59; G: 0%; H: i; I: ?
> Cc1ccccc1CNC(=O)CN1CCSc2ccccc21
  A: ·; B: ·; C: 8%; D: ·; E: 20%; F: ·; G: ·; H: i; I: -2%
> CCCCN(CC)C(=O)Cn1c(=O)sc2ccccc21
  A: 11%; B: -11%; C: -6%; D: 7%; E: -11%; F: 5; G: 4%; H: i; I: 5%
> Cc1ccc(C(CC(=O)N2CCOCC2)c2ccco2)cc1 (configuration not stated)
  A: 0%; B: ?; C: -1%; D: ?; E: 4%; F: ?; G: -4%; H: i; I: ?
> O=C(NCCc1ccc(Cl)cc1)C1CCC(=O)N1Cc1ccccc1Cl (configuration not stated)
  A: -20%; B: 0%; C: -20%; D: 2%; E: -7%; F: -16; G: -4%; H: i; I: 5%
> Cc1nc(S(=O)(=O)Cc2ccccc2Cl)nc2c1CCC2
  A: 0%; B: ?; C: -2%; D: -58%[inhibitor]; E: 14%; F: -4; G: 4%; H: i; I: -1%
> O=C(CN1CCN(S(=O)(=O)c2cccc(F)c2)CC1)Nc1ccnn1C1CCCC1
  A: 2%; B: 27%; C: -1%; D: ?; E: -15%; F: 0; G: -5%; H: i; I: -11%
> Cn1c(SCC(=O)Nc2ccc(F)cc2)nnc1-c1cccnc1
  A: 9%; B: -2%; C: -10%; D: -16%; E: 0%; F: -2; G: 23%; H: i; I: 3%
> Cc1ccc(Sc2nc([N+](=O)[O-])nn2C)cc1
  A: 9%; B: -9%; C: -13%; D: -65%[inhibitor]; E: -2%; F: 0; G: ?; H: i; I: 4%
> O=C(CCCOc1ccc(Cl)cc1)NC1CCCCC1
  A: 8%; B: -1%; C: 1%; D: -15%; E: 8%; F: 8; G: 6%; H: i; I: 1%
> Cc1cc(NC(=O)C2CCN(S(=O)(=O)c3cccc4nsnc34)CC2)ccc1Br
  A: ·; B: ·; C: -39%; D: ·; E: -17%; F: ·; G: ·; H: i; I: -2%
> COc1ccc(NC(=O)CC2SC(N3CCCC3)=NC2=O)cc1Cl (configuration not stated)
  A: -2%; B: 1%; C: -6%; D: -5%; E: -11%; F: 35; G: -7%; H: i; I: 17%
> O=C(CNC(=O)c1ccccc1)OCc1nc2ccccc2s1
  A: 3%; B: -6%; C: -29%; D: 4%; E: 54%[activator]; F: 8; G: -1%; H: i; I: -1%
> Cc1cc(-c2ccc(S(=O)(=O)N3CCN(c4ccc(F)cc4)CC3)s2)on1
  A: -9%; B: ?; C: 1%; D: ?; E: -5%; F: -11; G: -1%; H: i; I: -9%
> CN(C(=O)COc1cc(C(F)(F)F)nn1C)c1ccccc1
  A: 4%; B: -16%; C: 23%; D: -35%[inhibitor]; E: ·; F: 27; G: 0%; H: i; I: 2%

# Sorted by the number under IL1B secr inh (descending): three from the list above
compound	IL1B secr inh
COc1cccc2c1cc1c(=O)n(CC(=O)NCCCN3CCN(C)CC3)nc(C)n12	56
CCn1c(C)nnc1SCC(=O)Nc1ccc(Cl)cc1	8
Cc1nc(S(=O)(=O)Cc2ccccc2Cl)nc2c1CCC2	-4

# Hits appear at their usual frequency; about 8.9% have a hit in one of these screens.
